From PubChem BioAssay
BioA inh = M. tuberculosis BioA enzyme inhibitors, primary screen, biochemical, plate reader, single point, HTS | purified M. tuberculosis BioA enzyme | inhibition, % at 9.99 µM | 360,000 tested, 0.096% active | AID 602481, 2012; in the data active means inhibition above about 40%
Starred values were filed as active, the others as inactive. This is a subset (hit frequency here may not be typical).

SMILES	BioA inh
COc1ccc(S(=O)(=O)Nc2ccc3c(c2)CC(=O)N([C@@H](C)CO)C[C@H](C)[C@H](CN(C)S(=O)(=O)c2ccc(F)cc2)O3)cc1	2.6
CCNC(=O)C[C@@H]1CC[C@H]2[C@@H](COc3ccc(NC(=O)c4ccc(F)cc4)cc3C(=O)N2C)O1	0.8
C[C@@H]1CCCCO[C@H](CN(C)C(=O)Nc2ccccc2)[C@@H](C)CN([C@@H](C)CO)C(=O)c2cc(NC(=O)Cc3ccccc3)ccc2O1	0.1
C[C@H](CO)N1C[C@H](C)[C@@H](CN(C)Cc2ccc(C(=O)O)cc2)OCCCC[C@H](C)Oc2ccc(NS(=O)(=O)c3ccc(Cl)cc3)cc2C1=O	1.6
CCCNC(=O)N1C[C@H]2[C@@H](c3ccccc31)[C@@H](CO)N2Cc1ccc2c(c1)OCO2	2.5
C[C@@H]1CN([C@@H](C)CO)C(=O)c2cc(NS(=O)(=O)c3ccc(F)cc3)ccc2O[C@@H](C)CCCCO[C@H]1CN(C)Cc1ccc2c(c1)OCO2	5.1
N#Cc1cccc(-c2ccc3c(c2)[C@H]2[C@H](CCN2C(=O)c2ccccc2F)[C@@H](CO)N3)c1	2.4
C[C@@H]1CN([C@@H](C)CO)C(=O)c2c(c3ccccc3n2C)-c2ccccc2CO[C@H]1CN(C)C(=O)c1ccc(F)cc1	1.5
O=C(c1ccccc1)N1Cc2ccccc2C[C@]2(N=C(c3ccc(OCCCO)cc3)O[C@@H]2c2ccccc2)C1=O	-1.1
C[C@@H]1CN([C@@H](C)CO)C(=O)c2cc(NC(=O)NC3CCCCC3)ccc2O[C@@H](C)CCCCO[C@H]1CN(C)S(=O)(=O)c1cn(C)cn1	-0.3
O=C(CC1CC1)N[C@@H]1CC[C@H](CCNS(=O)(=O)c2ccc(Cl)cc2)O[C@H]1CO	-0.8
C[C@H](CO)N1C[C@H](C)[C@@H](CN(C)S(=O)(=O)c2cn(C)cn2)OCCCC[C@H](C)Oc2ccc(NC(=O)Cc3ccccc3)cc2C1=O	-1.4
C[C@@H](NC(=O)C[C@@H]1CC[C@@H]2[C@H](COc3ccc(NC(=O)C4CCOCC4)cc3C(=O)N2C)O1)c1ccccc1	-0.9
O=C(C[C@H]1CC[C@H]2[C@@H](COC[C@H](O)CN2CC2CCOCC2)O1)N1CCOCC1	0.5
CCCN1[C@@H]2c3ccc(-c4ccccc4OC)c(=O)n3C[C@@H]2[C@@H](CO)[C@@H]1C(=O)N1CCCCC1	-0.1
C[C@@H]1CN([C@H](C)CO)C(=O)Cc2cc(NC(=O)Cn3cnnn3)ccc2O[C@H]1CN(C)Cc1ccc(C(=O)Nc2ccccc2N)cc1	11.5
CC(C)NC(=O)N(C)C[C@@H]1Oc2ccc(NC(=O)Cc3cn(C)c4ccccc34)cc2C(=O)N([C@@H](C)CO)C[C@H]1C	1.7
COc1ccccc1C#Cc1ccc([C@H]2[C@@H](CO)N3CCCCN(C(=O)C4CC4)C[C@H]23)cc1	1.7
CN1CCN(C(=O)C[C@@H]2CC[C@H]3[C@@H](COC[C@@H](O)CN3C(=O)Nc3cc(Cl)cc(Cl)c3)O2)CC1	-0.1
C[C@H](CO)N1C[C@H](C)[C@@H](CN(C)C(=O)c2ccccc2)OCCCC[C@H](C)Oc2ccc(NC(=O)Nc3cccc4ccccc34)cc2C1=O	-1.8
COc1cccc(S(=O)(=O)N[C@H]2CC[C@H](CCn3cc(-c4ccc(F)cc4)nn3)O[C@H]2CO)c1	2.5
C[C@H]1CN([C@@H](C)CO)C(=O)c2cc(/C=C/c3ccccc3)cnc2O[C@@H]1CN(C)Cc1ccncc1	-0.1
CO[C@H]1CN(C)C(=O)c2ccc(NC(C)=O)cc2OC[C@@H](C)N(C(=O)C2CCCCC2)C[C@@H]1C	0.2
CCCN(C)C[C@@H]1Oc2ncc(Br)cc2C(=O)N([C@@H](C)CO)C[C@@H]1C	-2.0
CO[C@@H]1CC[C@H]2CCOc3c(C#N)cccc3C(=O)N(C)C[C@@H](OC)[C@H](C)C(=O)N(C)C[C@@H]1O2	-0.6
Following part.
SMILES	BioA inh
COCCNC(=O)C[C@@H]1C[C@@H]2c3cc(NC(=O)Nc4ccc(OC)cc4)ccc3O[C@@H]2[C@H](CO)O1	-1.2
CO[C@H]1CN(C)C(=O)c2cccc(C#N)c2OC[C@@H]2O[C@@H](CC[C@H]2OC)CCN(C)C(=O)[C@H]1C	-0.1
C[C@@H]1CN([C@H](C)CO)C(=O)c2cccc(NC(=O)Nc3ccccc3)c2O[C@@H]1CN(C)Cc1ccc(-c2ccccc2)cc1	0.2
COc1ccc(NC(=O)N(C)C[C@H]2OCCCC[C@H](C)Oc3ccc(NC(=O)NC(C)C)cc3C(=O)N([C@@H](C)CO)C[C@@H]2C)cc1	1.8
C[C@H]1CCCCO[C@H](CN(C)C(=O)NC2CCCCC2)[C@@H](C)CN([C@@H](C)CO)C(=O)c2cc(NC(=O)c3ccncc3)ccc2O1	0.8
CCC(=O)N1C[C@H](C)[C@@H](OC)CN(C)C(=O)c2cc(NC(=O)Nc3ccccc3)ccc2OC[C@H]1C	0.3
C[C@H](O)C#Cc1ccc2c(c1)O[C@@H](CN(C)C(=O)CN(C)C)[C@H](C)CN([C@@H](C)CO)S2(=O)=O	-4.7
C[C@H]1CN([C@@H](C)CO)S(=O)(=O)c2ccc(-c3ccc(C#N)cc3)cc2O[C@H]1CN(C)CC1CC1	1.8
COc1ccccc1S(=O)(=O)N[C@H]1C=C[C@H](CC(=O)N2CCN(C)CC2)O[C@@H]1CO	-3.3
CCS(=O)(=O)Nc1ccc2c(c1)C(=O)N(C)C[C@@H](OC)[C@@H](C)CN(C(=O)CN(C)C)[C@@H](C)CO2	-2.3
Cc1ccc(S(=O)(=O)N(C)C[C@@H]2Oc3ccc(NC(=O)Cc4ccccc4)cc3CC(=O)N([C@@H](C)CO)C[C@@H]2C)cc1	2.7
C[C@H](CO)N1C[C@H](C)[C@H](CN(C)C)Oc2c(NC(=O)Nc3ccc(C(F)(F)F)cc3)cccc2C1=O	-2.4
CCCC(=O)Nc1ccc2c(c1)C(=O)N(C)C[C@H](OC)[C@H](C)CN(C(=O)c1cnccn1)[C@H](C)CO2	-3.2
CC(C)NC(=O)N(C)C[C@H]1Oc2c(cccc2N(C)C)C(=O)N([C@@H](C)CO)C[C@H]1C	-0.9
C[C@@H]1CN([C@H](C)CO)C(=O)c2cc(N(C)C)ccc2O[C@@H]1CN(C)S(C)(=O)=O	-0.1
CN(C[C@@H]1N[C@H](CO)[C@@H]1c1ccc(C2=CCCCC2)cc1)S(C)(=O)=O	-1.0
COCC(=O)N1CCCCN2[C@H](CO)[C@@H](c3ccc(C#Cc4cccnc4)cc3)[C@H]2C1	17.0
O=C(NCC[C@@H]1CC[C@H](NC(=O)C2CC2)[C@H](CO)O1)c1ccc(F)cc1	-3.3
COc1ccc(NC(=O)N(C)C[C@@H]2Oc3cc(-c4ccc(C)cc4)ccc3S(=O)(=O)N([C@@H](C)CO)C[C@H]2C)cc1	4.4
C[C@@H]1CN([C@@H](C)CO)C(=O)c2cccc(NS(=O)(=O)c3cccs3)c2O[C@@H]1CN(C)CC1CC1	-0.8
COc1ccc(NC(=O)N(C)C[C@@H]2Oc3ccc(NC(=O)Nc4ccc5c(c4)OCO5)cc3C(=O)N([C@H](C)CO)C[C@@H]2C)cc1	4.1
Cc1ccc(S(=O)(=O)Nc2ccc3c(c2)CC(=O)N([C@H](C)CO)C[C@H](C)[C@H](CN(C)S(=O)(=O)c2cn(C)cn2)O3)cc1	5.6
C[C@H](O)C#Cc1cnc2c(c1)C(=O)N([C@@H](C)CO)C[C@@H](C)[C@H](CN(C)C(=O)c1ccccc1F)O2	0.0
O=C(C[C@@H]1C[C@H]2c3cc(NC(=O)NC4CCCC4)ccc3O[C@H]2[C@H](CO)O1)NCc1cccc(F)c1	-2.8
COc1ccc(S(=O)(=O)Nc2cccc3c2O[C@@H](CN(C)S(=O)(=O)c2cn(C)cn2)[C@H](C)CN([C@@H](C)CO)C3=O)cc1	-1.4

Arranged by length of the SMILES (lowest first): 12 of the compounds above.
SMILES	BioA inh
O=C(NCC[C@@H]1CC[C@H](NC(=O)C2CC2)[C@H](CO)O1)c1ccc(F)cc1	-3.3
O=C(C[C@H]1CC[C@H]2[C@@H](COC[C@H](O)CN2CC2CCOCC2)O1)N1CCOCC1	0.5
COc1ccccc1S(=O)(=O)N[C@H]1C=C[C@H](CC(=O)N2CCN(C)CC2)O[C@@H]1CO	-3.3
C[C@@H]1CN([C@H](C)CO)C(=O)c2cc(N(C)C)ccc2O[C@@H]1CN(C)S(C)(=O)=O	-0.1
C[C@H](CO)N1C[C@H](C)[C@H](CN(C)C)Oc2c(NC(=O)Nc3ccc(C(F)(F)F)cc3)cccc2C1=O	-2.4
CO[C@@H]1CC[C@H]2CCOc3c(C#N)cccc3C(=O)N(C)C[C@@H](OC)[C@H](C)C(=O)N(C)C[C@@H]1O2	-0.6
C[C@@H](NC(=O)C[C@@H]1CC[C@@H]2[C@H](COc3ccc(NC(=O)C4CCOCC4)cc3C(=O)N2C)O1)c1ccccc1	-0.9
CC(C)NC(=O)N(C)C[C@@H]1Oc2ccc(NC(=O)Cc3cn(C)c4ccccc34)cc2C(=O)N([C@@H](C)CO)C[C@H]1C	1.7
Cc1ccc(S(=O)(=O)N(C)C[C@@H]2Oc3ccc(NC(=O)Cc4ccccc4)cc3CC(=O)N([C@@H](C)CO)C[C@@H]2C)cc1	2.7
COc1ccc(NC(=O)N(C)C[C@H]2OCCCC[C@H](C)Oc3ccc(NC(=O)NC(C)C)cc3C(=O)N([C@@H](C)CO)C[C@@H]2C)cc1	1.8
C[C@@H]1CCCCO[C@H](CN(C)C(=O)Nc2ccccc2)[C@@H](C)CN([C@@H](C)CO)C(=O)c2cc(NC(=O)Cc3ccccc3)ccc2O1	0.1
C[C@@H]1CN([C@@H](C)CO)C(=O)c2cc(NC(=O)NC3CCCCC3)ccc2O[C@@H](C)CCCCO[C@H]1CN(C)S(=O)(=O)c1cn(C)cn1	-0.3

Additional structures.
SMILES	BioA inh
O=C(C[C@H]1C=C[C@@H](NC(=O)CN2CCOCC2)[C@H](CO)O1)NCCc1ccccc1	-4.4
CC(=O)N(C)C[C@@H]1Oc2cc(-c3cccc(F)c3)ccc2S(=O)(=O)N([C@@H](C)CO)C[C@@H]1C	6.3
C[C@@H]1CN([C@H](C)CO)C(=O)Cc2cc(NS(=O)(=O)c3cccs3)ccc2O[C@@H]1CN(C)C(=O)Nc1ccc2c(c1)OCO2	-2.1
COc1ccccc1S(=O)(=O)N[C@H]1C=C[C@@H](CC(=O)N2CCN(C)CC2)O[C@H]1CO	-0.7
COc1ccc(COCC23N=C4SCC(=O)N4[C@H](c4ccccc4O2)[C@H]3CO)cc1	0.4
O=C(C[C@H]1C[C@@H]2c3cc(NC(=O)C4CCOCC4)ccc3O[C@@H]2[C@H](CO)O1)NCc1ccccc1	-0.1
COc1ccc(NC(=O)N(C)C[C@@H]2Oc3ccc(NC(=O)Cn4cnnn4)cc3C(=O)N([C@@H](C)CO)C[C@@H]2C)cc1	0.3
CO[C@H]1CN(C)C(=O)c2ccc(NC(=O)C3CCCC3)cc2OC[C@H](C)N(CC2CC2)C[C@@H]1C	-0.2
Cc1noc(C)c1S(=O)(=O)N(C)C[C@H]1Oc2ccc(NC(=O)C3CC3)cc2CC(=O)N([C@@H](C)CO)C[C@@H]1C	-1.1
Cc1noc(C)c1NC(=O)N1C[C@H](O)COC[C@H]2O[C@@H](CC(=O)NCC3CC3)CC[C@@H]21	-1.0
C[C@@H]1CCCCO[C@@H](CN(C)S(=O)(=O)c2ccc(Cl)cc2)[C@H](C)CN([C@H](C)CO)C(=O)c2cc(NC(=O)C3CCCCC3)ccc2O1	-2.1
C[C@@H]1CN([C@H](C)CO)C(=O)c2cc(NC(=O)C3CCCCC3)ccc2O[C@H]1CN(C)C(=O)Nc1cccc2ccccc12	-0.1
C[C@@H]1CN([C@@H](C)CO)S(=O)(=O)c2ccc(C#C[C@@H](C)O)cc2O[C@H]1CN(C)C(=O)Cc1ccccn1	2.0
COC(=O)C[C@@H]1C[C@H]2c3cc(NC(=O)Nc4ccccc4)ccc3O[C@H]2[C@@H](CO)O1	-1.3
CCC(=O)Nc1ccc2c(c1)C(=O)N(C)C[C@@H](OC)[C@@H](C)CN(Cc1cccnc1)[C@H](C)CO2	-1.8
CCC(=O)N1[C@H](CO)[C@@H](c2ccccc2)[C@@H]1CN(CC)C(=O)c1cccc(F)c1	4.8
O=C(O)C[C@@H]1CC[C@@H](NC(=O)Nc2ccccc2)[C@H](CO)O1	-3.4
COc1ccc(S(=O)(=O)N[C@@H]2C=C[C@@H](CC(=O)NCCc3ccccc3)O[C@H]2CO)cc1	-0.4
CO[C@@H]1CN(C)C(=O)c2cc(NC(=O)Nc3ccccc3)ccc2OC[C@H](C)N(C(=O)CN(C)C)C[C@@H]1C	1.2
Cc1noc(C)c1S(=O)(=O)Nc1ccc2c(c1)C(=O)N([C@H](C)CO)C[C@H](C)[C@@H](CN(C)C(=O)NC1CCCCC1)OCCCC[C@@H](C)O2	-0.4
C[C@@H]1CN([C@@H](C)CO)C(=O)c2cc(C#Cc3cccnc3)cnc2O[C@H]1CN(C)S(C)(=O)=O	73.8*
COc1ccc(S(=O)(=O)N(C)C[C@H]2OCCCC[C@H](C)Oc3ccc(NS(C)(=O)=O)cc3C(=O)N([C@H](C)CO)C[C@@H]2C)cc1	-0.4
O=C(C[C@H]1CC[C@@H](NS(=O)(=O)c2ccc(F)cc2)[C@@H](CO)O1)N1CCN(c2ccccc2)CC1	0.7
COc1ccc(CN(C)C[C@@H]2Oc3c(NC(=O)c4cnccn4)cccc3C(=O)N([C@H](C)CO)C[C@H]2C)cc1	-0.5
C[C@@H]1CN([C@H](C)CO)S(=O)(=O)c2ccc(C#CC(C)(C)O)cc2O[C@H]1CN(C)CC1CC1	1.4
CC(C)C#Cc1ccc2c(c1)O[C@H](CN(C)S(C)(=O)=O)[C@@H](C)CN([C@H](C)CO)S2(=O)=O	0.0
C[C@@H]1CN([C@@H](C)CO)C(=O)c2cc(NC(=O)C3CCCCC3)ccc2O[C@H]1CN(C)Cc1ccc(-c2ccccc2)cc1	-2.9
C[C@@H]1CCCCO[C@@H](CN(C)Cc2ccc(C(=O)O)cc2)[C@@H](C)CN([C@H](C)CO)C(=O)c2cc(NC(=O)CCC(F)(F)F)ccc2O1	-2.3
CC=Cc1ccc2n(c1=O)C[C@H]1[C@H](CO)[C@@H](C(=O)N3CCCCC3)N(CC3CC3)[C@@H]21 (mixture of isomers)	-2.7
